Bcl-B displacement: displacers of TR3 peptide from Bcl-B, primary screen, selectivity assay for Bfl-1 inhibitor project, biochemical, fluorescence polarization. FP displacement of FITC-TR3 peptide from Bcl-B; higher % means a stronger effect. one-dose displacement, % at 20 µM; IC50 in µM for titrated hits. 0.11% of 96,000 active;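 active = displacement above 50% at 20 µM plus a fluorescence interference ratio under 1.5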;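 note: plate controls were wells without compound for no effect and wells lacking Bcl-B protein for full effect; a part of the inactive calls stands beside numbers as strong as those of hits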
NFkB transloc inh: inhibitors of IL-1B driven NFkB p65 nuclear import, primary screen, imaging, HUVEC, IL-1B stimulus, high-content imaging; 0.43% of 94,000 active; HUVEC IL-1B NFkB p65 nuclear translocation imaging; inhibition, % at 2 µM;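 active = inhibition above about 30% together with a positive call from visual inspection of the well image, limit read from the data; inconclusive = inhibition above a set limit but visual check negative; inactive = inhibition not above a set limit, visual check negative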;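 note: nuclear over cytoplasmic p65 intensity ratio measured by imaging; 0% = IL-1B stimulated DMSO wells and 100% = unstimulated DMSO wells; values of inactives mirror those of a sister screen read the other way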
PLAP inhibitors HTS: PLAP enzyme inhibitors, biochemical, luminescence, HTS (AID 690). Alkaline phosphatase, placental type (Homo sapiens). purified PLAP, luminescent substrate; higher % means a stronger effect. one-dose inhibition, % at 20 µM; IC50 in µM for titrated hits. 0.08% of 96,000 active; in the data active = a potency from the dose series; inactive = the rest, 99 in 100 with inhibition below about 30%; note: strong numbers were not always called active
MRP reversal: reversal of MRP1-mediated doxorubicin resistance, primary screen, H69AR cells, doxorubicin co-treatment; H69AR cells + 2 uM doxorubicin, CellTiter-Glo, 72 h; differential viability (reversal), % at 10 µM; 0.04% of 85,000 active; AID 602, 2007;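 active = viability drop by adding the cancer drug above about 55%, with treated viability meeting a 40% cutoff, limit read from the data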;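 note: viability without doxorubicin minus viability with 2 µM doxorubicin for each compound; larger differential means the compound sensitizes cells more to doxorubicin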
IL1B NFkB pot: enhancers of NFkB p65 translocation in HUVEC – imaging, IL-1B stimulus, high-content imaging, primary screen. AID 819, 2007. 0.3% of 94,000 active. HUVEC IL-1B NFkB p65 nuclear translocation imaging. activation, % at 2 µM;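 active = activation above 40%, about the mean plus 3 SD, also judged a hit on visual image review; inconclusive = activation above 40% but not a hit on visual review; inactive = activation not above 40% and no visual hit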;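 note: percent activation is computed from the nuclear over cytoplasmic p65 intensity ratio; values of inactives mirror those of a sister screen read the other way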
MRP reversal cytotoxicity: recorded beside MRP reversal, whose call it bears; viability, %; H69AR cells, CellTiter-Glo, 72 h; measured here: cytotoxicity without doxorubicin
MRP reversal with doxorubicin: second read-out of MRP reversal, no call of its own (marks repeat the call); viability, %; measured here: viability with 2 uM doxorubicin; stronger effect = lower value
NFkB transloc inh cell count 2 µM: further read-out of NFkB transloc inh, marked with its call; cell count; measured here: cells passing quality filter;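 raw number of nuclei counted in each imaged well without normalization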
IL1B NFkB pot cell count 2 µM: recorded beside IL1B NFkB pot, whose call it bears; cell count; measured here: cells passing quality filter
* marks the source's active call; other numbers are inactive results; ? = inconclusive; / = no result given.

SMILES | Bcl-B displacement | NFkB transloc inh | NFkB transloc inh cell count 2 µM | PLAP inhibitors HTS | MRP reversal | MRP reversal cytotoxicity | MRP reversal with doxorubicin | IL1B NFkB pot | IL1B NFkB pot cell count 2 µM
O=C(Nc1cccc(-c2nc3ncccc3o2)c1)c1sc2ccccc2c1Cl | -10% | -15 | 127 | -24% | / | / | / | 15 | 127
CCSc1nnc(NC(=O)c2ccco2)s1 | 3% | -16 | 135 | 16% | 14 | 86 | 71 | 16 | 135
S=C(c1nc2ccccc2[nH]1)N1CCOCC1 | / | 16 | 72 | / | 3 | 95 | 92 | -16 | 72
CC(C)C(NS(=O)(=O)c1ccc2c(c1)OCCO2)C(=O)NCCc1ccccn1 (stereo not drawn) | 0% | 16 | 178 | 3% | 13 | 95 | 82 | -15 | 178
O=C(CCN1C(=O)c2cccnc2C1=O)NC1CCCCCC1 | -1% | -2 | 74 | -7% | / | / | / | 2 | 74
CCC(=O)Nc1ccc(C(=O)N/N=C/c2cccnc2)cc1 | 2% | -1 | 144 | -10% | / | / | / | 1 | 144
C=CCSC1=C(C#N)C(c2cc(Br)c(O)c(OC)c2)CC(=O)N1 (stereo not drawn) | -6% | -5 | 151 | -34% | -3 | 83 | 86 | 5 | 151
CCOC(=O)C1=C(Cc2ccc(Cl)cc2)C(=O)c2ccccc2C1=O | -12% | -23 | 165 | -1% | -5 | 2 | 7 | 23 | 165
O=C(CSc1nc2ccccc2[nH]1)Nc1ccccc1N1CCOCC1 | 0% | -16 | 177 | -78% | 22 | 87 | 65 | 16 | 177
O=C(NCc1cccnc1)Nc1ccccc1F | / | -26 | 113 | / | -1 | 99 | 100 | 27 | 113
CCCC(=O)OCCn1c(Br)nc2c1c(=O)[nH]c(=O)n2C | / | -12 | 132 | / | -11 | 91 | 102 | 12 | 132
CCOCc1nnc(NC(=O)CSc2ccc(C)cc2)s1 | / | 4 | 134 | / | -17 | 95 | 112 | -4 | 134
CCOCCCNC(=O)C(NC(=O)CNC(C)=O)c1ccc(Cl)cc1 (stereo not drawn) | 21% | 0 | 134 | -4% | -15 | 81 | 96 | 0 | 134
CC1CCCCN1S(=O)(=O)c1cccc2cccnc12 (stereo not drawn) | 11% | -24 | 61 | -4% | -3 | 95 | 97 | 24 | 61
O=C(CSc1nc2cc(Cl)ccc2s1)c1ccco1 | -5% | / | / | -21% | 0 | 64 | 64 | / | /
COc1ccc2nc(C)cc(N3CCOCC3)c2c1 | -4% | -7 | 120 | 5% | 9 | 80 | 71 | 7 | 120
COc1ccccc1Nc1nc(N)nc(CSc2nncn2C)n1 | 3% | -24 | 62 | 22% | 8 | 104 | 96 | 24 | 62
O=C(c1ccccc1)c1cccc(NC(=O)c2ccco2)c1 | -5% | 9 | 125 | 36% | -10 | 68 | 78 | -9 | 125
Cc1cc(C)cc(N2CCCn3c2nc2c3c(=O)n(CC(=O)OCc3ccccc3)c(=O)n2C)c1 | -13% | -7 | 118 | 22% | 7 | 75 | 68 | 7 | 118
CCOc1cc(C(=O)O/N=C(\N)c2ccc([N+](=O)[O-])cc2)cc(OCC)c1OCC | 2% | -13 | 196 | 21% | / | / | / | 13 | 196
Cc1ccc(OCCSCc2nc3ccccc3[nH]2)cc1 | -14% | 7 | 128 | -1% | / | / | / | -7 | 128
O=C(NCc1ccccc1F)C1CCCN(C(=O)NC2CCCCC2)C1 (stereo not drawn) | 2% | -10 | 134 | -20% | 2 | 92 | 90 | 10 | 134
COC(=O)c1cccc(NC(=O)CSc2nnnn2C)c1 | -16% | 5 | 113 | 12% | 9 | 98 | 89 | -5 | 113
CCN=C1SC(CC(=O)NC(C)C)C(=O)N1CC (stereo not drawn) | -3% | -8 | 173 | 4% | -7 | 90 | 98 | 8 | 173
Fc1ccc(-c2nnc(NC3=NCCCCC3)o2)cc1 | -10% | -44 | 132 | -24% | / | / | / | ? | /
CCOC(=O)c1c(NC(=O)c2nn(CC)cc2Br)c(C#N)cn1-c1ccccc1 | -14% | -5 | 164 | 2% | -13 | 72 | 85 | 5 | 164
COc1ccc(CCNC(=O)CSc2nc(N)c3c(C)c(C)oc3n2)cc1OC | -2% | -11 | 145 | -7% | 2 | 77 | 75 | 11 | 145
CCOC(=O)c1sc2nc(CC(=O)OC)nc(N3CCN(c4ccccn4)CC3)c2c1C | 10% | -5 | 115 | -29% | -2 | 94 | 96 | 5 | 115
O=C(Nc1cccc(C(F)(F)F)c1)c1ccc2nc(N3C(=O)CCC3=O)sc2c1 | 0% | 0 | 168 | -13% | / | / | / | 0 | 168
COc1ccc(/C=C/C2=NC(=C\N(C)C)/C(=O)O2)cc1 | -11% | -18 | 79 | -7% | 9 | 90 | 80 | 18 | 79
Cc1cc(Cl)ccc1NC(=O)CCCN1C(=O)CCC1=O | 0% | 43* | 109* | 20% | 13 | 89 | 76 | -43 | 109
COc1cccc(CC(NC(C)=O)C(=O)NC2CCN(c3nc(C)cc(C)c3C#N)CC2)c1OC (stereo not drawn) | -5% | 3 | 159 | -59% | 8 | 86 | 78 | -3 | 159
CN1CCN(Cn2cc(/C=C/C(=O)c3ccccc3)c3ccccc32)CC1 | -10% | -13 | 198 | 18% | -16 | 12 | 29 | 13 | 198
COc1ccc(Cl)cc1NC(=O)COC(=O)CCNC(C)=O | 6% | / | / | -21% | -12 | 84 | 96 | / | /
COC(=O)c1c(-c2cccs2)csc1NC(=O)c1cccnc1 | -10% | -23 | 175 | -51% | -7 | 78 | 84 | 23 | 175
COc1ccc(C(=O)Oc2ccc(C(C)=O)cc2)c(OC)c1 | 5% | 1 | 90 | 2% | -13 | 85 | 99 | -1 | 90
c1ccc2sc(NC3=NCN(C4CCCCCC4)CN3)nc2c1 | -12% | 1 | 173 | 7% | 13 | 107 | 94 | -1 | 173
Cc1cc(Cl)c(S(=O)(=O)Nc2ccccn2)cc1OCC(N)=O | 0% | 2 | 112 | -9% | 4 | 90 | 86 | -2 | 112
N#CCCCSc1nnnn1-c1cccc(Cl)c1 | -16% | 0 | 142 | 16% | 14 | 98 | 84 | 0 | 142
CCOC(=O)C1CCN(S(=O)(=O)Cc2ccc(Cl)cc2)CC1 | -9% | -2 | 158 | -2% | 11 | 99 | 88 | 2 | 158
COc1cccc(OCc2nnc(SC)n2C)c1 | 4% | 9 | 223 | -8% | 18 | 101 | 83 | -9 | 223
CC(=NCCN1CCOCC1)C1=C(O)c2ccccc2C1=O | 9% | / | / | -27% | -1 | 100 | 101 | / | /
COc1ccc(-c2cn3c(C)c(C(=O)NCCN4CCOCC4)sc3n2)cc1 | -8% | -4 | 177 | -16% | -7 | 73 | 80 | 4 | 177
COCCCNC(=O)c1cccc(OC)c1OC | -4% | -6 | 161 | -2% | 3 | 95 | 92 | 6 | 161
Cn1nc(-c2ccccc2)c(C(=O)Nc2ccc(C(F)(F)F)cc2)c1Cl | 1% | -8 | 108 | 5% | / | / | / | 8 | 108

Compound profiles, as listed above. Values in the order: Bcl-B displacement	NFkB transloc inh	NFkB transloc inh cell count 2 µM	PLAP inhibitors HTS	MRP reversal	MRP reversal cytotoxicity	MRP reversal with doxorubicin	IL1B NFkB pot	IL1B NFkB pot cell count 2 µM
CCOC(=O)C1CCN(S(=O)(=O)Cc2ccc(Cl)cc2)CC1 as listed: -9%	-2	158	-2%	11	99	88	2	158
COc1ccc(C(=O)Oc2ccc(C(C)=O)cc2)c(OC)c1 as listed: 5%	1	90	2%	-13	85	99	-1	90
Cc1cc(Cl)c(S(=O)(=O)Nc2ccccn2)cc1OCC(N)=O as listed: 0%	2	112	-9%	4	90	86	-2	112
Cc1cc(Cl)ccc1NC(=O)CCCN1C(=O)CCC1=O as listed: 0%	43*	109*	20%	13	89	76	-43	109

More structures follow:
SMILES | Bcl-B displacement | NFkB transloc inh | NFkB transloc inh cell count 2 µM | PLAP inhibitors HTS | MRP reversal | MRP reversal cytotoxicity | MRP reversal with doxorubicin | IL1B NFkB pot | IL1B NFkB pot cell count 2 µM
Cc1cc(C)n(-c2c(F)c(F)c(COC(=O)c3ccccc3)c(F)c2F)n1 | 3% | -18 | 157 | -19% | 14 | 102 | 88 | 18 | 157
Cc1cc(Nc2ccc(Cl)cc2)n(-c2ccccc2)n1 | -7% | -17 | 68 | 5% | 12 | 95 | 83 | 17 | 68
CC(C)CC(OC(=O)c1ccco1)C(=O)NCC1CCCO1 (stereo not drawn) | 10% | 2 | 210 | 6% | 8 | 103 | 95 | -2 | 210
N#CC1=C(N)NC(SCc2ccc(F)cc2)=C(C#N)C12CCCCC2 | -4% | -22 | 125 | 38% | -50 | 10 | 61 | 22 | 125
COc1ccc(OC)c(NC(=O)c2cc(-c3ccc(C)cc3O)n[nH]2)c1 | -6% | 9 | 92 | -22% | / | / | / | -9 | 92
O=C(Oc1ccc2c(c1)OCO2)c1cc2c(s1)CCC2 | 48% | -30 | 216 | -10% | -2 | 96 | 97 | 30 | 216
OCCN1CCN(c2ncnc3nc[nH]c23)CC1 | -1% | / | / | -27% | -25 | 82 | 106 | / | /
O=C(CSc1ncnc2sc3c(c12)CCCC3)c1ccco1 | -7% | -22 | 182 | 9% | 12 | 91 | 80 | 22 | 182
Cc1ccc(S(=O)(=O)N(CC(=O)Nc2cccc(N(C)S(C)(=O)=O)c2)c2ccc(Cl)c(Cl)c2)cc1 | -4% | -16 | 135 | -76% | / | / | / | 16 | 135
O=CNc1ccccc1Oc1ccccc1 | -4% | / | / | 10% | -9 | 87 | 96 | / | /
CCC(=O)Nc1nnc(-c2ccc(OC)cc2)o1 | -2% | 4 | 139 | 11% | -3 | 82 | 85 | -4 | 139
CCN(CC)c1ccc(-c2nn3c(-c4ccccc4OC)nnc3s2)cc1 | -12% | 29 | 46 | -43% | -6 | 12 | 18 | -29 | 46
O=C(Cn1ccc([N+](=O)[O-])n1)NCc1cccs1 | 3% | -9 | 134 | 0% | / | / | / | 9 | 134
O=C(CN1C(=O)c2ccccc2S1(=O)=O)NCCSCc1ccco1 | 0% | -14 | 135 | 1% | 1 | 93 | 92 | 13 | 135
Cc1ccc2c(c1)N(CC(=O)NCCc1c[nH]c3ccccc13)C(=O)CO2 | -3% | -2 | 117 | 0% | -3 | 91 | 94 | 2 | 117
CCOc1ccc(NC(=O)c2ccccc2CO)cc1 | 4% | 4 | 192 | -2% | -13 | 97 | 110 | -4 | 192
Cc1cc(/C=C(/C#N)C(=O)Nc2ccccc2)c(C)n1-c1cccnc1 | -14% | -5 | 166 | -6% | / | / | / | 5 | 166
COc1ccc2c(c1OC)C(=O)N(c1ncn[nH]1)C2 | -2% | 1 | 179 | -87% | 16 | 98 | 83 | -1 | 179
Cc1ccccc1-n1c(=O)cc(NCC2CCCO2)[nH]c1=O (stereo not drawn) | / | 0 | 168 | / | -1 | 90 | 91 | 0 | 168
O=C1Nc2cc3c(cc2Sc2ccccc21)OCCO3 | 18% | -43 | 58 | 4% | 7 | 86 | 79 | ? | /
COc1cccc(-c2nc(CS(=O)(=O)CC(=O)Nc3cc(C)ccc3C)c(C)o2)c1 | 6% | -41 | 64 | 16% | -28 | 20 | 49 | ? | /
CC1CCc2c(sc(NC(=O)c3ccc(-c4ccccc4[N+](=O)[O-])o3)c2C#N)C1 (stereo not drawn) | -12% | 0 | 64 | -2% | / | / | / | 0 | 64

Screens as filed in PubChem.

An excerpt; rates above refer to the full screens.
